High-throughput results (PubChem BioAssay)
FBW7 act – FBW7 E3 ligase activators, primary screen, biochemical, AlphaScreen, human. normalized activity (activation), % at 26.1 µM. 0.13% of 650,000 active. F-box/WD repeat-containing protein 7 (Homo sapiens), Q969H0. AID 1259310, 2017. AlphaScreen FBW7–phospho-cyclin E peptide binding, activator screen; in the data active means normalized activity above about 1.9%;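 further: purified mutant Fbw7 with reduced substrate affinity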
TEAD-YAP block – TEAD-YAP interaction inhibition, primary screen, TEAD-YAP interaction inhibitor project, luminescence, HEK-TIYL cells; 1.4% of 640,000 active; inhibition, % at 9.12 µM; TEAD-Gal4/YAP UAS-luciferase luminescence; in the data active means inhibition above about 32%;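 further: 0% = median of test compound wells and 100% = reference inhibitor wells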
MITF inh – MITF inhibitors, primary screen, biochemical, AlphaScreen, human. Microphthalmia-associated transcription factor (Homo sapiens), O75030. AlphaScreen MITF homodimerization, bead proximity signal. inhibition, % at 2.6 µM. 0.91% of 650,000 active; in the data active means inhibition above about 50%;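 further: 0% = vehicle wells with protein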
Target sequence (O75030 whole entry, looked up): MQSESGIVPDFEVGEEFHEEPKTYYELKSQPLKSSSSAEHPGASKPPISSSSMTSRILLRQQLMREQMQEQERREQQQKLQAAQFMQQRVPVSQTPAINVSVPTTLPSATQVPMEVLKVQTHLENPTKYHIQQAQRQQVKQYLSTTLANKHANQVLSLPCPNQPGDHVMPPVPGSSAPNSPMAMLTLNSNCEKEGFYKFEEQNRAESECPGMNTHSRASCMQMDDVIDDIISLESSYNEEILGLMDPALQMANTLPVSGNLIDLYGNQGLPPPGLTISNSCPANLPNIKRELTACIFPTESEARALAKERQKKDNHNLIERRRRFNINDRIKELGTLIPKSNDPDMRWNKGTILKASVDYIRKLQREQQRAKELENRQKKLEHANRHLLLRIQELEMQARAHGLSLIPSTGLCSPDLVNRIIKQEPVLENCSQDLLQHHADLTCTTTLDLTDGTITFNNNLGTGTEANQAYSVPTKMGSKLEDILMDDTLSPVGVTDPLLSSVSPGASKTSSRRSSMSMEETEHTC
GPR151 ag – activators of human GPR151, primary screen, cell-based, PathHunter beta-arrestin, luminescence; 1% of 650,000 active; PathHunter beta-arrestin GPR151 cells; activation, % at 11.2 µM; in the data active means activation above about 4.9%;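 further: 0% = median of compound wells and 100% = cells with positive control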
Target sequence (Q8TDV0 whole entry, looked up): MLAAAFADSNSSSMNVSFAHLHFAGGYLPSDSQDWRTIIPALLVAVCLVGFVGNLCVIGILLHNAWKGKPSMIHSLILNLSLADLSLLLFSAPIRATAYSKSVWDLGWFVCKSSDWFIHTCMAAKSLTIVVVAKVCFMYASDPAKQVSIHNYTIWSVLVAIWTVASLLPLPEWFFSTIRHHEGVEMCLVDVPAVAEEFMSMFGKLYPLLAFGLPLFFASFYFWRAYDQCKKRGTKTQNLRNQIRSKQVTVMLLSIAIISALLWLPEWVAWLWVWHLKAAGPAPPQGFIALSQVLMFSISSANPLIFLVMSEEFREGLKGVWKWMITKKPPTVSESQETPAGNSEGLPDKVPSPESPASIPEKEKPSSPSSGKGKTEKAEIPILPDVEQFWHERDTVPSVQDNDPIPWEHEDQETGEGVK
* hit, by the source's call; nt = not tested or not shown. Not a hit list; 3.4% or so of the library scored in one or more.

SMILES	FBW7 act	TEAD-YAP block	MITF inh	GPR151 ag
Cc1ccc(/C(O)=C2\C(=O)C(=O)N(CCN3CCOCC3)C2c2ccc(F)cc2)cc1 (stereo not given)	0.1	6	21	0.2
O=C(Nc1ccc(F)cc1)C1CC(=O)N(CCc2ccccc2)C(=Nc2cccc(Cl)c2)S1 (stereo not given)	-0.6	-20	-16	1.8
COc1ccc(OC)c(Nc2ncnc3nc[nH]c23)c1	-0.1	2	1	-0.4
Clc1nc(N2CCOCC2)nc(N2CCOCC2)n1	-0.2	-7	-12	-0.1
COc1cccc(C(=O)c2sc3nc(C)ccc3c2N)c1	0.2	19	4	0.8
O=C1NC2=C(C(=O)N(CC3CCCO3)C2)C(c2ccc(F)c(F)c2)N1 (stereo not given)	0.0	-6	-3	-0.5
CCC(C)NC(=O)c1c(O)nc2cc(C)ccn2c1=O (stereo not given)	0.6	-8	3	0.7
O=C(NCc1ccco1)c1ccc(-c2ccc(Cl)c(Cl)c2)o1	0.2	2	-7	0.5
COc1ccc(-c2cnn3c(NCc4cccs4)ccnc23)cc1OC	-0.1	-17	-7	-0.2
CC(C)(C)C1CCc2c(sc3nc(SCc4ccc(F)cc4)n(-c4ccccc4)c(=O)c23)C1 (stereo not given)	-0.1	-4	2	-0.3
COc1ccc(-c2nc(NCCCN3CCCC3=O)c3ncn(CCN4CCCC4=O)c3n2)cn1	-0.1	1	-5	0.4
COc1ccc(CC(=O)N2CCc3nnc(CNC(=O)CCc4cccnc4)n3CC2)cc1	0.1	2	-1	0.8
Cc1ccccc1OCCCC(=O)Nc1sc2c(c1C(N)=O)CCCC2	-0.1	-1	-4	0.5
Fc1ccc(C(c2nnnn2C2CCCC2)N2CCN(Cc3ccncc3)CC2)cc1 (stereo not given)	-0.4	-17	-7	0.2
CC(=O)N1CCc2c(sc(NC(=O)c3ccc([N+](=O)[O-])o3)c2C#N)C1	0.2	-20	11	2.6
CCOc1ccc(N2C(=O)c3cc4ccccc4cc3C2=O)cc1	0.0	-4	11	-0.5
O=C(Cn1ccc2ccccc2c1=O)NC1CCCCC1	0.0	-13	-6	0.9
CC(C)(C)C(=O)[C@@H]1[C@@H](c2ccccc2Cl)C(C#N)(C#N)[C@H]2C=Cc3ccccc3N12	-0.2	-4	6	1.0
C1CCC2(CC1)OC1COC3OC4(CCCCC4)OC3C1O2 (stereo not given)	-0.1	-2	12	0.8
COc1cc2ccccc2cc1C(=O)Oc1cccc2cccnc12	-0.2	5	6	-0.4

Full records as entered above. Order of values: FBW7 act, TEAD-YAP block, MITF inh, GPR151 ag
`COc1cc2ccccc2cc1C(=O)Oc1cccc2cccnc12` in the list: -0.2, 5, 6, -0.4
`COc1ccc(-c2nc(NCCCN3CCCC3=O)c3ncn(CCN4CCCC4=O)c3n2)cn1` in the list: -0.1, 1, -5, 0.4
`COc1ccc(CC(=O)N2CCc3nnc(CNC(=O)CCc4cccnc4)n3CC2)cc1` in the list: 0.1, 2, -1, 0.8

Reformatted bar-delimited: part of the list above.
Compound | FBW7 act | TEAD-YAP block | MITF inh | GPR151 ag
CC(=O)N1CCc2c(sc(NC(=O)c3ccc([N+](=O)[O-])o3)c2C#N)C1 | 0.2 | -20 | 11 | 2.6
CCOc1ccc(N2C(=O)c3cc4ccccc4cc3C2=O)cc1 | 0.0 | -4 | 11 | -0.5

The list continues.
SMILES	FBW7 act	TEAD-YAP block	MITF inh	GPR151 ag
CCC1CCCCN1C(=O)Cn1nc(C)n2c(cc3cc(C)ccc32)c1=O (stereo not given)	0.0	2	0	0.0
Cc1ccc(/C=N/NC(=O)c2cc(I)ccc2O)cc1	0.0	-12	0	-2.0
O=C(Cc1cccc2ccccc12)NNC(=O)c1ccc([N+](=O)[O-])cc1	0.0	2	-8	0.1
O=c1c(Cl)c(Cl)cnn1Cc1ccccc1Cl	0.6	33*	13	0.6
COC(=O)CNC(=O)NC12CC3CC(CC(C3)C1)C2	-0.2	3	-2	-1.1
CC(C)Sc1nc2c(c(=O)n1-c1ccc(Cl)cc1)SCC2	0.2	7	12	-0.9
CC(=O)c1ccc(NC(=O)c2cc3c(=O)n4cccc(C)c4nc3s2)cc1	0.2	0	-4	-0.7
COc1ccc2cc(-c3[nH]ncc3CN3CCCC3c3nonc3C)ccc2c1 (stereo not given)	0.2	-10	-7	-0.4
C[n+]1cc(-c2ccc3cccc([N+](=O)[O-])c3n2)cc2ccccc21	0.4	-12	19	-1.1
O=C(O)c1[nH]c2ccc(Cl)cc2c1CC(=O)N1CCCC1	0.1	2	-6	1.8
CC(=O)c1ccc(NC(=O)c2cc(F)cc(F)c2)cc1	0.0	-38	9	-0.3
CCOC(=O)N1CCN(C(=O)c2ccc3nc(-c4ccc(OC)c(OC)c4)c(-c4ccc(OC)c(OC)c4)nc3c2)CC1	0.4	16	4	0.6
CCOC(=O)c1ccc(NC(=O)NCCc2ccc(OC)c(OC)c2)cc1	0.0	-3	-12	-0.5
CCCCCn1nc(C)c(/C=N/Nc2ccccn2)c1C	-0.4	-37	0	1.2
Cc1cccc(N2C(=O)CSC2c2ccccc2)c1 (stereo not given)	0.7	-9	9	0.8
CCCCCCOc1ccccc1C(N)=O	0.1	-35	-5	0.8
O=C(N/N=C\c1c(F)cccc1Cl)C1CC(=O)N(c2ccc(Br)cc2)C1 (stereo not given)	0.0	5	4	-0.2
Cc1nc2c(C(=O)NC3CCCc4ccccc43)cnn2c(C)c1Cc1ccc(Cl)cc1 (stereo not given)	0.0	8	8	0.4
Cc1cc(C)n(C(=O)c2cc(C)on2)n1	0.4	6	-12	0.9
COc1cccc(C2=N/C(=C/c3cccc([N+](=O)[O-])c3)C(=O)O2)c1	-0.1	-2	13	0.6
CCOc1ccc(C2C(C(=O)OC3CCCCC3)=C(C)Nc3nnnn32)cc1OC (stereo not given)	0.2	-6	11	-0.8
O=c1[nH]c2ccc(S(=O)(=O)O)cc2s1	0.1	3	10	-0.7
O=C(CSc1nc2ccccc2c(=O)n1CCCN1CCCCC1)NCCC1=CCCCC1	-0.2	0	15	1.8
CCOC(=O)N1CCN(C(=O)c2cc3c(ccc4ccccc43)oc2=O)CC1	0.7	-1	19	1.8
Cc1cc(C)n(-c2cc(-n3cccn3)ncn2)n1	0.0	1	3	-0.9
N#Cc1ccc(C2Oc3ccccc3C3CC(c4ccccc4)=NN32)cc1 (stereo not given)	0.0	-39	-5	-0.5
Cc1nnc(NC(=O)CN2C(=O)C3C4C=CC(C5CC45)C3C2=O)s1 (stereo not given)	0.0	-7	21	-0.8
CCOC(CNC(=O)c1cnn2c(C)c(Cc3c(F)cccc3Cl)c(C)nc12)OCC	0.1	4	-9	-0.2
CC(=O)c1ccc(OCC(=O)Nc2cc(F)ccc2C)cc1	-0.1	1	2	0.1
CCOc1ccc(NCc2nncn2-c2ccc(C)cc2)cc1	-0.1	0	-2	-0.8
O=C(NCc1cccs1)N1CCN(S(=O)(=O)C2CC2)CC1	0.7	3	10	-0.4
CCOc1ccc(N(C)S(=O)(=O)c2ccc3[nH]cc(C(=O)NC4CCCC4)c(=O)c3c2)cc1	0.1	2	1	0.2
COc1cccc(N/C=C/C(=O)c2ccc(Cl)cc2)c1	0.1	-11	-9	0.0
O=C(Nc1coc2ccccc12)c1ccccc1	0.0	-34	22	0.7
N#Cc1c(NC(=S)NC(=O)c2ccccc2Cl)sc2c1CCCCCC2	-0.1	-19	1	-0.3
CCOC(=O)c1ccc2nc(C(Cl)(Cl)Cl)[nH]c(=O)c2c1	0.3	-9	16	-0.8
Cc1c(Br)c([N+](=O)[O-])nn1CC(=O)Nc1sc2c(c1C(=O)OC(C)C)CCCC2	-0.4	4	1	0.2
CCCCNC(=O)CSc1nc2sc(C(=O)OCC)c(C)c2c(=O)n1Cc1cccs1	0.8	5	2	-0.6
O=c1c2ccccc2nc(-c2ccccc2F)n1Cc1c(F)cccc1Cl	-0.2	5	2	1.0
NC(=O)C1CCN(C(=O)c2ccc(Cl)cc2[N+](=O)[O-])CC1	0.2	-6	19	-0.3
Cc1ccc(S(=O)(=O)NC(C)(C)CCl)cc1	0.2	2	-1	0.8
COc1cc2ccccc2cc1C(=O)NC1CCCCC1	-0.2	-61	-13	-0.3
COc1ccc(CC(=O)NNC(=O)c2ccccc2Cl)cc1	-0.1	2	0	1.0
O=C(c1cscn1)N1CCCCC1c1nc2ccccc2[nH]1 (stereo not given)	0.4	1	12	0.4
CC(C)[C@H](N)Cn1nc(-c2cccs2)ccc1=O	0.0	-1	12	-0.1
Cc1ccc(S(=O)(=O)OC2CS(=O)(=O)CC2C)cc1 (stereo not given)	-0.2	-2	8	2.5
Cc1ccc(NS(=O)(=O)c2ccccc2F)cc1	-0.1	-2	-22	-1.5
CCOCCCNC(=O)c1ccc(OC)cc1	0.1	-29	8	-1.0
CC(C)(C)c1ccc(OCC(O)CN2CCN(Cc3ccc4c(c3)OCO4)CC2)cc1 (stereo not given)	0.4	4	15	-2.0
CSC1=NCCN1S(=O)(=O)c1ccc([N+](=O)[O-])cc1	-0.1	-1	15	1.1
COc1ccc(C2=NN(C(=O)CSc3nnc(CNC(=O)c4cc(OC)cc(OC)c4)n3C)C(c3ccc(C)cc3)C2)cc1 (stereo not given)	0.3	16	7	-1.2
COc1cccc(-c2csc(/C(C#N)=C\c3ccco3)n2)c1	0.3	-43	2	-0.1
O=C(COC(=O)c1ccc(Cl)cc1[N+](=O)[O-])NC(=O)Nc1ccc2c(c1)OCCO2	0.0	-18	-11	-2.8
Cc1nn(C)cc1C(=O)O[C@H]1C[C@@H](c2ccc(F)cc2)N(C)C1=O	-0.1	7	13	0.6
Cc1c(NC(=O)C2CC(c3ccc(F)cc3)=NO2)c(=O)n(-c2ccccc2)n1C (stereo not given)	0.1	10	-5	0.2
O=C(CCn1c(=S)[nH]c2cc3c(cc2c1=O)OCO3)NC1CCCC1	1.6	8	18	-0.5
CC1CN(C(=O)COc2ccc(C#N)cc2)CC(C)O1 (stereo not given)	0.3	-1	-3	0.9
COc1cc(OC)cc(-c2nc(-c3ccc(C)cc3)no2)c1	0.3	-37	7	-0.5
CCN(CC)C(=O)C1CCCN(c2nc(Nc3cc(OC)c(OC)c(OC)c3)c3ncn(-c4ccccc4)c3n2)C1 (stereo not given)	0.6	28	1	-2.3
COc1cccc(N2CCN(CC(=O)Nc3ncc(C)s3)CC2)c1	0.1	4	-1	0.4

Following part.
SMILES	FBW7 act	TEAD-YAP block	MITF inh	GPR151 ag
O=C(COc1ccccc1)Nc1ccc(S(=O)(=O)Nc2cnc3ccccc3n2)cc1	0.3	-1	11	-0.5
Cc1cc2c(N)c(C(N)=O)sc2nc1-c1ccc(F)cc1	0.1	-13	12	-1.1
CC1CC(C)CN(C(=O)c2ccc(SCc3cccnc3)c([N+](=O)[O-])c2)C1 (stereo not given)	0.0	8	0	-1.8
Cc1cc(NC(=O)CSc2nc3c(sc(=S)n3-c3ccc(C)c(C)c3)c(=O)n2-c2ccccc2C)no1	0.0	9	9	-0.7
C[N+](C)(CCOc1ccccc1)Cc1ccccc1	-0.1	nt	7	-0.7
COc1ccc(OC)c(S(=O)(=O)NCCOC23CC4CC(CC(C4)C2)C3)c1	0.3	-1	5	-2.1
COCCNC(=O)C1CCCN(c2nnc(N3CCCC3=O)s2)C1 (stereo not given)	0.6	4	-3	-2.4
O=C(Nc1cc(N2C(=O)C=CC2=O)ccc1Cl)c1cccs1	0.0	-5	-4	-0.3
O=C(Nc1ccc(-n2cccn2)cc1)C1CCN(Cc2ccc(Cl)s2)CC1	0.0	-3	-7	1.4
O=C1CC(c2ccccc2)Oc2ccc(F)cc21 (stereo not given)	0.1	-1	12	-0.1
O=C(CSc1nnc2c(n1)-c1cccc3cccc-2c13)Nc1cccnc1Cl	-0.1	7	4	-0.3
COC(=O)c1c(NC(=O)Cn2nc(C(F)(F)F)c(Br)c2C)sc2c1CCCC2	0.1	21	3	-0.6
Cc1sc2nc(C(C)Cl)[nH]c(=O)c2c1C (stereo not given)	-0.1	-1	-2	1.7
O=C(CCCN1C(=O)c2cccc([N+](=O)[O-])c2C1=O)Nc1nc2c(s1)CCCC2	-0.1	4	-13	0.0
COc1ccc(NC(=S)N2CCCC2)c(OC)c1	0.2	6	-7	-0.3
Cc1cccc(NC(=S)N(Cc2cccs2)C2CCCCC2)c1	0.1	4	11	-0.3
Cc1cccc(NC(=O)Cn2nc3c4c(C)c(C)sc4ncn3c2=O)n1	-0.2	-5	-2	0.0
Nc1nonc1-n1nnc(C(=O)O)c1-c1cccc2ccccc12	0.0	4	-4	-0.4
COc1ccc(-c2cc(C(=O)NCc3ccc(F)cc3)c3ccccc3n2)cc1	0.0	-1	-5	-0.1
CCOc1cc(C(=O)Nc2ccc3c(c2)OCCO3)cc(OCC)c1OCC	-0.1	-4	12	-0.7

Retrieved by compound from the entries so far (2):
SMILES	FBW7 act	TEAD-YAP block	MITF inh	GPR151 ag
Cc1sc2nc(C(C)Cl)[nH]c(=O)c2c1C (stereo not given)	-0.1	-1	-2	1.7
O=C1CC(c2ccccc2)Oc2ccc(F)cc21 (stereo not given)	0.1	-1	12	-0.1
